STEP block: STEP phosphatase inhibitors, primary screen, biochemical, fluorescence intensity, uHTS. AID 588621, 2011. 360,000 compounds, 0.25% hits. inhibition, % at 20 µM. Tyrosine-protein phosphatase non-receptor type 5 (Homo sapiens), P54829. recombinant STEP, OMFP fluorogenic substrate;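 active means inhibition at 20 µM, scaled per plate between control wells, above about 37%, limit read from the data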;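 further: 0% = DMSO with enzyme and substrate and 100% = substrate only without enzyme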
Target sequence (P54829 whole entry, looked up): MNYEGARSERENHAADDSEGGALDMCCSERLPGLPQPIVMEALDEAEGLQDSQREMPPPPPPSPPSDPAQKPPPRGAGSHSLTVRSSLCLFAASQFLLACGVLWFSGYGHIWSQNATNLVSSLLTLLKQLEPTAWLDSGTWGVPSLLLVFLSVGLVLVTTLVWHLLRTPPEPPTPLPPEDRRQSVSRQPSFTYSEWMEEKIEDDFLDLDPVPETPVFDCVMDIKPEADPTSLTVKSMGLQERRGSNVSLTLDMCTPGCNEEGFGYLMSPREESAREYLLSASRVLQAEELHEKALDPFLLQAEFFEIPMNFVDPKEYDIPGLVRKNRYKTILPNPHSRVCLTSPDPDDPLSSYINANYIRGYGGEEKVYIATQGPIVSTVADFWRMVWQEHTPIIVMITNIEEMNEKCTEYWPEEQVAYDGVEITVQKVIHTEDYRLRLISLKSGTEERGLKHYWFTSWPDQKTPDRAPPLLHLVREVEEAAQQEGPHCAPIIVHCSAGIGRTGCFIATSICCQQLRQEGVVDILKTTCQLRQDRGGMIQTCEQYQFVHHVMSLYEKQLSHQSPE
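Assay system: isolated STEP enzyme / Timing: 20 min at room temperature, dark / Doses: 20 µM, 1% DMSO / Technique: fluorescence intensity, excitation 480 nm, emission 540 nm / Reagent: fluorogenic phosphatase substrate OMFP at 25 µM final / Measure: percent inhibition scaled to no-enzyme and uninhibited-enzyme controls, plate-pattern corrected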
SUMO1 PPI mod: modulators of SUMO1 protein-protein interactions, primary screen, biochemical, uHTS | Small ubiquitin-related modifier 1 (Homo sapiens), P63165 | SUMO1 binding to a labelled peptide, TR-FRET, 1 h | inhibition, % at 20 µM | 360,000 compounds, 0.33% hits | AID 602429, 2012; in the data active means inhibition above about 37%
Target sequence (P63165 whole entry, looked up): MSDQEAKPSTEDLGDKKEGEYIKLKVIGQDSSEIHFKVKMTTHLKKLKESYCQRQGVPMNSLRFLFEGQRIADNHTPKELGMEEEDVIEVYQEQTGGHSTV
DNMT1 block: human DNMT1 methyltransferase inhibitors, primary screen, biochemical, molecular beacon, fluorescence, HinP1I cleavage, uHTS. inhibition (reported as % activation of signal), % at 10 µM. 360,000 compounds, 0.83% hits. AID 588458, 2011; in the data active means inhibition above about 50%
eLon inh: inhibitors of E. coli Lon protease, primary screen, biochemical, fluorescence polarization; P0A9M0; purified E. coli Lon protease; inhibition, % at 7.94 µM; 360,000 compounds, 0.42% hits; AID 602123, 2011; in the data active means inhibition above about 13%, passing the limit was not always enough;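 further: 0% = enzyme with probe and DMSO and 100% = no enzyme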
MsrA inhibitor: bovine MsrA enzyme inhibitors, primary screen, biochemical, absorbance, HTS. Methionine sulfoxide reductase A (Bos taurus). purified bovine MsrA, absorbance read-out. inhibition, % at 15.5 µM. 360,000 compounds, 0.75% hits. AID 651718, 2012; in the data active means inhibition above about 4.5%;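 further: 0% = vehicle wells with enzyme and 100% = reference inhibitor wells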
NRP1-CendR mod: modulators of CendR peptide binding to NRP-1, primary screen, biochemical, fluorescence polarization, uHTS; 360,000 compounds, 0.85% hits; FAM-RPARPAR peptide binding to NRP-1; AID 602438, 2012; inhibition, % at 25 µM;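 active means inhibition or corrected inhibition above about 18%, plus a signal ratio from 0.5 to 1.5, limit read from the data, passing the limit was not always enough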; further: strong numbers were not always called active
MsrA act: bovine MsrA enzyme activators, primary screen, biochemical, absorbance, HTS | Methionine sulfoxide reductase A (Bos taurus) | purified bovine MsrA, absorbance read-out | activation, % at 10.6 µM | 360,000 compounds, 0.3% hits; in the data active means activation above about 7.5%;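 further: 0% = vehicle and 100% = reference activator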
Tb MetRS inh: T. brucei MetRS inhibitors, primary screen, biochemical, luminescence | methionyl-tRNA synthetase (Trypanosoma brucei brucei) | purified T. brucei MetRS, ATP depletion, Kinase-Glo luminescence | inhibition, % at 11.9 µM | 360,000 compounds, 0.4% hits | AID 624268, 2012;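 active means inhibition above a per-plate cutoff of the control wells' mean inhibition plus 3 SD, cut at about 5.5% in these data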;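 further: 0% = DMSO wells median and 100% = median of wells with control inhibitor compound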
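Assay system: T. brucei methionyl-tRNA synthetase, purified | Medium: HEPES buffer with MgCl2, KCl, DTT, spermine, BSA, pyrophosphatase | Compound: 11.9 µM single point | Incubation: 15 min enzyme-compound preincubation, 2 h reaction, 10 min detection, 25 °C | Measured by: Kinase-Glo luciferase luminescence reporting remaining unconsumed ATP | Measure: % inhibition normalized to control-well medians | Replication: Singlicate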
LMPTP block: LMPTP phosphatase inhibitors, primary screen, biochemical, fluorescence intensity, uHTS; Low molecular weight phosphotyrosine protein phosphatase (Homo sapiens), P24666; recombinant LMPTP-A, OMFP fluorogenic substrate; inhibition, % at 20 µM; 360,000 compounds, 0.22% hits; AID 651560, 2012;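 active means compounds that cut the enzyme signal by at least half of the control window in the single-dose screen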;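 further: plate controls were DMSO wells with enzyme plus substrate for no effect and substrate without enzyme for full effect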
Target sequence (P24666 whole entry, looked up): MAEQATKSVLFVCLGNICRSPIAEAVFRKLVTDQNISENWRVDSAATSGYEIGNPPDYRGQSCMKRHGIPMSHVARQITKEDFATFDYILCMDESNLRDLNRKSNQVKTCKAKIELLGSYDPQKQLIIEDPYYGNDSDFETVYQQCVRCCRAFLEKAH
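Test system – LMPTP-A phosphatase enzyme · Quantity – 0.625 nM LMPTP-A final · Reagent – OMFP substrate, 400 µM final · Dosing – one test concentration per compound, 20 µM, with 3% DMSO overall · Timing – 50 min enzyme reaction at room temperature, protected from light · Detection – fluorescence intensity · Controls – substrate-only low control, DMSO enzyme-plus-substrate high control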
Scp1 inh: Scp-1 phosphatase inhibitors, primary screen, biochemical, colorimetric, uHTS; inhibition, % at 20 µM; 340,000 compounds, 0.88% hits; AID 493091, 2011; Recombinant Scp1, phosphopeptide, malachite green phosphate absorbance; Carboxy-terminal domain RNA polymerase II polypeptide A small phosphatase 1 (Homo …;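 active means inhibition above about 50% at 20 µM, limit read from the data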;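 further: plate controls were DMSO wells with enzyme for no effect and wells lacking enzyme for full effect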
Target sequence (Q9GZU7 76-261 limits assumed): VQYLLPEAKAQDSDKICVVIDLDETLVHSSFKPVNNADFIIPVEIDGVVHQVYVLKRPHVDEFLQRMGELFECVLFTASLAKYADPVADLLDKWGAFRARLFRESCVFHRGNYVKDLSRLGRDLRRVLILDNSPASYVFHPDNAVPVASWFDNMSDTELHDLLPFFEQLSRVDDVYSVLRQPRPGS
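Material – SCP-1 phosphatase catalytic domain, residues 76-261 · Buffer or medium – Acidic Tris acetate buffer with magnesium and detergent · Also added – Phospho 17-mer peptide substrate · Compound – single 20 µM dose, 1% DMSO · Times – 45 min room-temperature reaction, 5 min colour, 30 min stabiliser · Technique – Phosphate-binding colour reagent, absorbance read at 630 nm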
* marks the source's active call; other numbers are inactive results; / = no result given.

Start of the data: the first five entries, ahead of the listing:
entry | Structure | STEP block | SUMO1 PPI mod | DNMT1 block | eLon inh | MsrA inhibitor | NRP1-CendR mod | MsrA act | Tb MetRS inh | LMPTP block | Scp1 inh
1 | Cc1ccc(/C(O)=C2/C(=O)C(=O)N(CCN3CCOCC3)C2c2ccccn2)cc1 (stereo not drawn) | 0 | -14 | 0 | 2 | 0.2 | 1 | -3 | 0.6 | -3.1 | -2
2 | COc1ccc(-c2cc3nnc(-c4ccccc4)nc3s2)cc1 | 2 | -2 | 7 | -7 | 1.0 | 7 | -2 | -0.6 | -0.9 | -7
3 | Nn1c(CN2CCCCC2)nc2ccccc2c1=O | 2 | -3 | 1 | -2 | -0.9 | -10 | 0 | -0.5 | -1.0 | -10
4 | O=C1Nc2ccc(Br)cc2C1(O)c1ccc(F)cc1 (stereo not drawn) | -1 | -1 | -2 | -8 | -0.9 | 10 | -2 | -0.6 | 1.1 | -14
5 | Cc1cc(F)ccc1NCc1ccc([N+](=O)[O-])cc1 | 0 | -16 | 2 | 5 | -0.1 | 16 | -2 | -0.3 | 1.1 | -4

This part in full, from the start:
entry | Structure | STEP block | SUMO1 PPI mod | DNMT1 block | eLon inh | MsrA inhibitor | NRP1-CendR mod | MsrA act | Tb MetRS inh | LMPTP block | Scp1 inh
1 | Cc1ccc(/C(O)=C2/C(=O)C(=O)N(CCN3CCOCC3)C2c2ccccn2)cc1 (stereo not drawn) | 0 | -14 | 0 | 2 | 0.2 | 1 | -3 | 0.6 | -3.1 | -2
2 | COc1ccc(-c2cc3nnc(-c4ccccc4)nc3s2)cc1 | 2 | -2 | 7 | -7 | 1.0 | 7 | -2 | -0.6 | -0.9 | -7
3 | Nn1c(CN2CCCCC2)nc2ccccc2c1=O | 2 | -3 | 1 | -2 | -0.9 | -10 | 0 | -0.5 | -1.0 | -10
4 | O=C1Nc2ccc(Br)cc2C1(O)c1ccc(F)cc1 (stereo not drawn) | -1 | -1 | -2 | -8 | -0.9 | 10 | -2 | -0.6 | 1.1 | -14
5 | Cc1cc(F)ccc1NCc1ccc([N+](=O)[O-])cc1 | 0 | -16 | 2 | 5 | -0.1 | 16 | -2 | -0.3 | 1.1 | -4
6 | Cc1ccccc1N1CCN(Cc2nc(Cc3ccccc3)no2)CC1 | 0 | -5 | 2 | 0 | 0.0 | 1 | -1 | -0.7 | -0.5 | -9
7 | COc1ccc(C(=O)Cc2cc3cccc(OC)c3oc2=O)cc1 | 2 | -17 | 0 | -1 | 0.4 | 0 | -1 | 0.0 | -0.5 | -7
8 | O=C(Nc1ccc(N2CCN(C(=O)c3ccccc3)CC2)c(Cl)c1)c1ccc(Br)o1 | 1 | -1 | -11 | 9 | 0.6 | -4 | 1 | 0.1 | 2.6 | -3
9 | Cc1nnc(SCC(=O)NNC(=O)C(C)C)[nH]c1=O | 3 | 3 | 4 | -2 | 0.7 | 8 | -9 | -0.2 | -1.3 | 0
10 | CC1CC2(CCCC2)N(C(=O)c2ccccc2)Cc2ccccc21 (stereo not drawn) | -1 | 4 | 5 | 1 | 0.8 | 15 | -2 | -0.6 | 0.9 | -6
11 | CCC(=O)Nc1ccc2c(c1)nc(CCN1CCCCC1)n2C | 0 | 2 | 3 | 2 | -1.0 | 1 | -2 | -0.5 | -0.4 | -13
12 | CC(c1ccco1)N(C(=O)C12CC3(C)CC(C)(CC(C)(C3)C1)C2)c1ccccn1 (stereo not drawn) | -2 | -1 | 5 | -1 | -1.3 | -5 | -8 | -0.9 | -0.2 | -1
13 | COc1ccc(NC(=S)/N=C(\N)Nc2nc(C)c3ccccc3n2)cc1 | 1 | 1 | -5 | -6 | 3.0 | 4 | -6 | 0.1 | 1.8 | -4
14 | COCCn1c(SCC(=O)NNC(=O)Cc2ccccc2)nc2ccccc2c1=O | -3 | 3 | -3 | -8 | 0.5 | 11 | -5 | 0.0 | 0.6 | -3
15 | Cc1ccc(OCC(=O)N/N=C/c2cccn2C)cc1C | 0 | -3 | 2 | -11 | 2.7 | -2 | -1 | 0.4 | -1.9 | 5

Look-ups from the list:
MsrA inhibitor, entry 15 → 2.7
SUMO1 PPI mod, entry 12 → -1
eLon inh, entry 14 → -8
DNMT1 block, entry 4 → -2
LMPTP block, entry 9 → -1.3

The listing continues.
entry | Structure | STEP block | SUMO1 PPI mod | DNMT1 block | eLon inh | MsrA inhibitor | NRP1-CendR mod | MsrA act | Tb MetRS inh | LMPTP block | Scp1 inh
16 | COc1ccc(Cl)c(OC)c1C(=O)NC(=O)Nc1nc(C)nc(C)n1 | -2 | -3 | -1 | 5 | -0.4 | 4 | -2 | -0.4 | -2.1 | 1
17 | CN1c2ccccc2C(=O)NC1c1ccc([N+](=O)[O-])s1 (stereo not drawn) | 1 | -34 | 0 | 2 | 1.7 | 0 | -2 | 2.3 | -1.6 | -4
18 | CCN(C(=O)COC(=O)CN1C(=O)c2ccccc2C1=O)c1ccccc1 | -2 | -6 | 1 | -19 | 0.1 | 11 | 0 | -0.1 | -0.5 | -5
19 | Cc1c(C(=O)NCc2cccc(C(F)(F)F)c2)sc(=O)n1Cc1ccccc1F | 1 | 0 | 9 | 2 | 0.9 | -14 | 1 | -0.2 | 3.2 | /
20 | Cc1c(Cl)cccc1NC(=O)NCCCN1CCCC1=O | 0 | -5 | 1 | -2 | 0.5 | 7 | -2 | -0.4 | -0.8 | -7
21 | CCOC(=O)COc1c(/C=N\O)cc(Cl)cc1OC | 0 | 1 | 3 | -10 | -0.6 | 2 | -3 | -0.7 | 0.4 | -1
22 | O=[N+]([O-])c1c(Nc2ccccc2O)ccc2nonc12 | 1 | -21 | -1 | 4 | 0.2 | 25* | -4 | 0.1 | 2.1 | -3
23 | O=C(NCCO)c1cc2ccccc2cc1O | 1 | -6 | 3 | -4 | 0.5 | -6 | -2 | 0.1 | 1.0 | 7
24 | O=C(C1CCCC1)N(c1ccccc1)C1C=CS(=O)(=O)C1 (stereo not drawn) | -1 | -1 | 7 | -6 | 1.2 | 5 | -2 | -0.1 | -2.7 | -3
25 | Cc1cc2cc3c(cc2nc1SCC(=O)Nc1ccccc1)CCC3 | 4 | -4 | 8 | -10 | -1.0 | -3 | -2 | -0.3 | -0.5 | 0
26 | Cc1ccc(OCCC(=O)OCC(=O)NC(=O)c2ccccc2)cc1 | 0 | -5 | 1 | -9 | -0.8 | 10 | -1 | -0.4 | -0.1 | -1
27 | Cc1ccc(S(=O)(=O)/N=C2/C=C(Sc3ncn[nH]3)C(=O)c3ccccc32)cc1 | 2 | 93* | 77* | 6 | / | 13 | 3 | 2.5 | 8.3 | 25
28 | CCS(=O)(=O)N1CCC(N2CCN(c3ccccc3)CC2)CC1 | -1 | 5 | 2 | 2 | -1.9 | 2 | -1 | -0.1 | 0.6 | -4
29 | CCNC(=O)C1(C)CCN1CCC(=O)c1ccc(Br)cc1 (stereo not drawn) | -2 | 4 | 9 | -4 | 0.5 | 1 | -4 | -0.1 | -0.7 | /
30 | Cc1sc2ncnc(Sc3ccccc3C(=O)Nc3ccc(C#N)cc3)c2c1C | -1 | 4 | 13 | 8 | 3.3 | -6 | -1 | 0.3 | 0.2 | -7
31 | O=C(O)c1ccc(C(=O)c2ccc3c(c2)C(=O)N(CC2CCCO2)C3=O)cc1 (stereo not drawn) | -3 | -20 | 1 | -7 | 0.9 | -1 | -5 | -0.1 | -2.0 | -2
32 | COC(=O)c1ccccc1Oc1ccc(NC(=O)CCCl)cc1 | -2 | -3 | -1 | -6 | -1.3 | -4 | -6 | -0.2 | 0.1 | -3
33 | COc1ccc(CCC(=O)NCc2cn3ccsc3n2)cc1 | 3 | -1 | -2 | -2 | 0.7 | -14 | 0 | -0.4 | -2.3 | 0
34 | [N-]=[N+]=CC(=O)CC(c1ccccc1)N1C(=O)c2ccccc2C1=O (stereo not drawn) | -3 | -8 | -2 | -9 | 1.2 | 1 | -5 | -0.6 | -0.5 | -3
35 | O=C(NC(=S)N1CCCCC1c1cccnc1)c1ccc(F)cc1 (stereo not drawn) | 1 | 3 | 0 | -3 | 0.1 | 5 | -2 | 0.2 | 1.1 | -7
36 | COc1ccccc1NS(=O)(=O)c1cc(NC(=O)Nc2ccccc2)ccc1N1CCCCC1 | 1 | 1 | -4 | 5 | -0.7 | -6 | -6 | 6.2* | 2.4 | 9
37 | O=C(Nc1ccccc1)[C@@H]1CC=C[C@@H]2CCN(Cc3ccc(Cl)c(Cl)c3)C(=O)[C@@H]21 | 2 | 9 | -1 | 5 | 0.2 | 15 | -1 | 0.2 | 5.5 | 4
38 | COc1ccccc1CNS(=O)(=O)c1ccc(-n2cnnn2)c(C)c1 | -1 | -2 | 2 | -2 | 1.0 | 1 | -2 | -0.5 | -0.8 | -2
39 | Cc1ccc(C(=O)Nc2ccccc2Cl)cc1 | -1 | 5 | 3 | 4 | -1.4 | -6 | -7 | -0.6 | -1.1 | -10
40 | Cc1c(NC(=O)C(C)OC(=O)c2ccc(NC(=O)CC#N)cc2)c(=O)n(-c2ccccc2)n1C (stereo not drawn) | 1 | -1 | -4 | -13 | 0.2 | 3 | -1 | -0.2 | -6.6 | -7
41 | CCOC(=O)c1cn(-c2ccccc2)nc1-c1ccncc1 | 5 | 1 | -3 | -1 | 0.0 | 4 | -9 | -1.3 | -1.7 | -9
42 | CN(CC(=O)Nn1cnnc1)S(=O)(=O)c1ccccc1 | -4 | 1 | 4 | -10 | / | -6 | -4 | -0.3 | -1.0 | -5
43 | COc1ccc(CN2C(=O)CN(S(C)(=O)=O)CC2(C)C(=O)Nc2c(C)cccc2C)cc1 (stereo not drawn) | / | -2 | / | / | 0.4 | 5 | / | -1.0 | -1.4 | /
44 | O=C(Cn1cccc1C(=O)c1ccccc1)NCCCN1CCOCC1 | 0 | 3 | -2 | -10 | 0.6 | 16 | -1 | 0.0 | 0.0 | -5
45 | COc1ccc(C(=O)NCc2nnc(SCC(=O)c3ccc(F)cc3)n2C)cc1OC | 4 | 2 | 2 | 7 | 1.7 | 8 | -6 | -0.6 | -1.5 | -3

Assay outcomes from PubChem.
